Screening results deposited in PubChem by National Center for Advancing Translational Sciences (NCATS).
D3 antag: D3 dopamine receptor (human) antagonism; max response, negative = inhibition, %; D3R cells, DiscoveRx beta-arrestin luminescence, antagonist mode; active compounds read low; actives 2.5% (n = 360,000); P35462; AID 652054; in the data active = max response below about -50%; inconclusive = no clear call, values can overlap the other calls; note: % is set by controls: 0 for no effect and ±100 for the full control effect; mostly tested at two doses, the higher about 12 µM
Target sequence (P35462 whole entry, looked up): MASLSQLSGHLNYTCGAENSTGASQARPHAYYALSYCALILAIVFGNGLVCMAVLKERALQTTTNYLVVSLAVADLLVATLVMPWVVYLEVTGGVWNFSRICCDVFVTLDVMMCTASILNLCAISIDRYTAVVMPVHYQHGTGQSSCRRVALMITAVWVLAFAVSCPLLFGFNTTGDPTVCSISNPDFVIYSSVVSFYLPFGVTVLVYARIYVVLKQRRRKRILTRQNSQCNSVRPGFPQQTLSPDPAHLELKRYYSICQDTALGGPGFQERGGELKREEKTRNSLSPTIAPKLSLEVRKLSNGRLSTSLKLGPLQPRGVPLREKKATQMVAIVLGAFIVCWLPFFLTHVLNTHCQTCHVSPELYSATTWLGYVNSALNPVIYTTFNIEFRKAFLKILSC
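Cells plated overnight at 1500 cells/well, then exposed to library compounds with dopamine controls for 90 minutes at 37 degrees C. DiscoveRx reagent added for 30–60 minutes at room temperature; luminescence read, quantitative HTS format.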
HT1080NT lethal: kills 2HG-producing HT-1080-NT fibrosarcoma cells; Potency, µM (series often up to 46.1 µM), inactives show at the top dose activity, negative = less viability, actives largely listed as cytotoxic; AID 686970; HT-1080-NT fibrosarcoma viability, CellTiter-Glo ATP luminescence, 48 h; actives 1.6% (n = 360,000);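 note: NT is the 2HG producing partner of a matched IDH1 knockdown line; potency is the fitted concentration of half-maximal effect; 0% = DMSO-treated cells and -100% = media-only wells without cells; nearly all actives have a fitted effect of over 55% in size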
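HT-1080-NT fibrosarcoma cells (2HG-overproducing), 750 cells/well in RPMI with 5% FBS, dosed after 2 h and incubated 48 h at 37C. CellTiter-Glo luminescence normalized to DMSO and no-cell wells; concentration-response curves fitted and classed.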
IL-1B inflam inh: blocks inflammasome-driven IL-1 beta release. THP-1 LPS/ATP IL-1B secretion, AlphaLISA, 16 h; active compounds read low. activity change, % at 57.5 µM. actives 4.7% (n = 360,000). AID 743279; in the data active = activity change below about -50%; inconclusive = mostly about -30% to -49%; note: % is set by controls: 0 for no effect and ±100 for the full control effect
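Secreted IL-1B measured by AlphaLISA bead assay after 16 h compound exposure of THP-1 cells; compounds (final up to 57.5 uM) added 1 h before LPS (250 ng/mL) and ATP (1.25 mM) stimulation; lower signal means less secretion.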
SW480 rereplic: induces DNA re-replication in SW480 colon adenocarcinoma cells; SW480 DNA re-replication, Hoechst DNA content imaging, 48 h; Potency, µM (highest dose often 46.1 µM), for the others: top-dose re-replication activation, hits mostly activators; actives 1.8% (n = 340,000); AID 624297; note: potency is the fitted concentration of half-maximal effect; % of control where 0% means no effect; nearly all actives have a fitted effect of over 55% in size
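First, 250 cells per well were seeded. Next, compound or vehicle (23 nL) was pinned in, plates sat 48 hr at 37 C. Finally Hoechst was added for 40 min before fluorescence scanning.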
HT1080 IDH1KD tx: kills HT-1080 cells with IDH1 knockdown | HT-1080 IDH1 knockdown viability, ATP luminescence, 48 h | Potency, µM (highest dose often 46.1 µM), for the others: at the top dose activity, negative = toxicity, usual class: cytotoxic | actives 2% (n = 360,000) | AID 686971;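 note: potency is the fitted concentration of half-maximal effect; 0% = DMSO wells and -100% = cell-free medium wells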
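In this qHTS, HT-1080 cells depleted of IDH1 are exposed for 48 h at 37 °C to compound titrations. Toxicity is scored from CellTiter-Glo luminescence, with DMSO as full viability and medium alone as none.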
DRD3 agonist: D3 dopamine receptor (human) agonism; P35462; max activation, %; D3R DiscoveRx beta-arrestin cells, luminescence, 90 min; actives 0.58% (n = 410,000); in the data active = max activation above about 30%; note: 0% is about no effect; mostly tested at two doses, the higher about 12 µM
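Cells at 1500/well, incubated overnight, then treated with pinned compounds (dopamine as control) for 90 min at 37 degrees C. DiscoveRx reagent added for 30 - 60 minutes at room temperature; luminescence read.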
KB-V1 cytotox: KB-V1 MDR subline cytotoxicity; KB-V1 MDR cells viability, CellTiter-Glo, 72 h; Potency, µM (top dose mostly 46.1 µM), inactives show top-dose activity change, negative = cytotoxicity, most hits filed as cytotoxic; AID 1347076; actives 3.4% (n = 400,000); note: potency is the fitted concentration of half-maximal effect; % is set by controls: 0 for no effect and ±100 for the full control effect; nearly all actives have a fitted effect of over 60% in size
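Following 72 h at 37 degrees C with compound, KB-V1 cell viability was read by CellTiter-Glo luminescence, medium being phenol-red-free DMEM plus 10% FBS; concentration-response parameters came from normalized, curve-fitted qHTS data.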
GLP1R ag: GLP-1 receptor (human) agonism. HEK293 GLP-1R CRE-luciferase, luminescence, 4-6 h; cells express a hypersensitive GLP-1R form. P43220. actives 0.007% (n = 380,000). Potency, µM (highest dose often 45.6 µM), for the others: top-dose activation, actives largely listed as activators; note: potency is the fitted concentration of half-maximal effect; % of control where 0% means no effect
Target sequence (P43220 whole entry, looked up): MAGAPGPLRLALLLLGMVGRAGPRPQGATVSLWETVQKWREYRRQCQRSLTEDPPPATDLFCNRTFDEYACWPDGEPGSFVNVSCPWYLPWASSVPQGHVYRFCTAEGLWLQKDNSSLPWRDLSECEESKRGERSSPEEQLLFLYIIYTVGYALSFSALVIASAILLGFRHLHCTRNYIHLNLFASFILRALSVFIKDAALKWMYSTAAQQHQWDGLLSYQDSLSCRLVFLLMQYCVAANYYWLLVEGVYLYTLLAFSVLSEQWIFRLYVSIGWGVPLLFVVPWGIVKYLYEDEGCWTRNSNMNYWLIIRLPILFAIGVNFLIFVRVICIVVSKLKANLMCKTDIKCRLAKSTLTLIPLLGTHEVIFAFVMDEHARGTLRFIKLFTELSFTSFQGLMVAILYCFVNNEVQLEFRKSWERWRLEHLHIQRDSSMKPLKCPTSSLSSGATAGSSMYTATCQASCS
KB-3-1 tox: kills parental KB-3-1 adenocarcinoma cells; KB-3-1 viability, CellTiter-Glo ATP luminescence, 72 h; Potency, µM (series often up to 46.1 µM), without a hit: top-dose activity change, negative = cytotoxic, actives largely listed as cytotoxic; actives 1.4% (n = 400,000); note: potency is the fitted concentration of half-maximal effect; % is set by controls: 0 for no effect and ±100 for the full control effect; nearly all actives have a fitted effect of over 60% in size
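72 h, 37 °C compound treatment of KB-3-1 parental cells; CellTiter-Glo added, 10 min, luminescence read. Data corrected against DMSO-only plates and normalized before curve fitting.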
* marks the source's active call; other numbers are inactive results; ? = inconclusive; / = not tested or not shown; & = joins results of further samples; [ ] = another dose, or the depositor's remark. Unless noted, calls come from the whole dose curve; as a rule, active = well fitted curve in the direction sought with a large enough effect; inconclusive = small, poorly fitted or top-dose-only effect, or another doubt; inactive = no such curve, though single readings can be large; an effect the other way counts as inactive or inconclusive.

SMILES	D3 antag	HT1080NT lethal	IL-1B inflam inh	SW480 rereplic	HT1080 IDH1KD tx	DRD3 agonist	KB-V1 cytotox	GLP1R ag	KB-3-1 tox
CNc1cncc(-c2cccc(C(=O)NC3CC3)c2)n1	5	22%	-14	/	12%	5	3%	10%	0%
Cc1ccc(OC(=O)N2CCOCC2)cc1	19	14%	-15	-5%	17%	0	17%	-11%	8%
O=C(C1CCCN(Cc2ccc([N+](=O)[O-])cc2)C1)N1CCCCC1 (stereo not given)	-10	-6%	35	-19%	2%	-2	-22%	-1%	-9%
O=C(N/N=C\C=C\c1ccc2c(c1)OCO2)C1COc2ccccc2O1 (stereo not given)	4	3%	-1	?	0%	0	9%	1%	-1%
O=C1CC(C(=O)N2CCN(c3ccccc3Cl)CC2)CN1Cc1ccccc1 (stereo not given)	7	0%	-15	-15%	0%	5	?	7%	-3%
CCn1cc(C(=O)NC2CC(C)(C)Cc3c2cnn3-c2cccc(F)c2)cn1 (stereo not given)	7	2%	7	2%	0%	5	/	10%	/
COc1cc(C(=O)OCC(=O)N2CCCCC2C)ccc1OCc1c(C)noc1C (stereo not given)	5	-8%	-14	-2%	-1%	1	?	-2%	0%
Cc1sc2ncnc(Nc3ccccc3)c2c1C	20	-9%	-4	-3%	4%	-3	-29%	16%	-22%
Cc1ccc(O)c(NC(=O)CCC2CCCCC2)c1	22	7%	?	?	-9%	0	1%	17%	2%
O=C(c1cccs1)N(Cc1cccc(F)c1)C1CCS(=O)(=O)C1 (stereo not given)	14	0%	10	-39%[inhibitor]	15%	4	-2%	-1%	-9%
Nc1nc(Nc2ccccc2F)nc(NCc2ccco2)c1[N+](=O)[O-]	-2	1%	73	-5%	-2%	2	13%	24%	-2%
CC(C)COC(=O)c1ccc(NC(=O)C2C3CCC(C3)C2C(=O)O)cc1 (stereo not given)	2	-9%	7	-1%	-8%	-5	-3%	12%	2%
COc1ccccc1NS(=O)(=O)NC(=O)c1c(C)[nH]c2ccccc12	-1	2%	15	1%	3%	-5	11%	-9%	-1%
Cc1onc(-c2c(Cl)cccc2Cl)c1C(=O)N=C(N)N1CCOCC1	3	13%	5	-7%	15%	3	-7%	9%	6%
COC(=O)C(Cc1ccc(O)cc1)NC(=O)CCc1nc2ccccc2s1 (stereo not given)	-4	0%	14	2%	-4%	4	-16%	5%	-14%
CC(C)c1ccc(NC2CCCN(C(=O)c3ccncc3)C2)cc1 (stereo not given)	9	5%	4	-14%	1%	1	12%	8%	6%
CCCCOC(=O)CSc1nc(N)c(C#N)c(-c2ccc(OCC)cc2)c1C#N	6	-8%	21	-6%[9.22 µM]	-28%	3	5%	2%	12%
Nc1nnn(CC(=O)N/N=C/c2ccncc2)n1	5	3%	-7	-11%	5%	8	?	3%	3%
CCOc1ccccc1NC(=O)Nc1cnccn1	5	24%	-27	6%	21%	5	6.5µM*	4%	-9%
CCOc1ccc(N(CC(=O)NC2CCCCCC2)S(=O)(=O)c2c(C)noc2C)cc1	-2	0%	6	-1%	2%	3	-1%	5%	3%
COc1ccc(NC(=O)C2Cc3c(-c4cccc(C(N)=O)c4)ccnc3O2)cn1 (stereo not given)	-28	?	3	/	21µM*	0	4%	0%	?
Cc1ccc(NC(=O)CCSc2nnc(-c3ccco3)o2)cc1	19	3%	11	-3%	4%	-3	23µM*	6%	?
C/C(=N/OCO/N=C(/C)c1ccc(F)cc1)c1ccc(F)cc1	-12	-3%	-1	-2%	-1%	-10	?	-1%	-24%
COc1ccc2cc(C(c3nnnn3Cc3ccccc3)N3CCCCCC3)c(=O)[nH]c2c1 (stereo not given)	2	7%	-10	-9%	3%	-3	?	-2%	19%
Clc1ccc(CNCCCSc2ncccn2)cc1Cl	-67*	-11%	-62*	-1%	-13%	1	?	24%	21%
S=C1c2ccccc2CN1c1ccccc1	-19	19%	-23	-4%	17%	-6	-26%	16%	4%
CCn1nc(C)cc1C(=O)Sc1cccc(Cl)c1	-23	18µM*	-6	0%	?	-12	-9%	1%	0%
Cc1oc(-c2ccccc2F)nc1CS(=O)CC(=O)NCc1ccccc1 (stereo not given)	1	-2%	-7	16%	6%	-3	14%	1%	12%
Cc1cc2c(cc1S(=O)(=O)NCc1ccc(N(C)C)cc1)OCC(=O)N2	4	14%	-11	-10%	-4%	3&-7	4%&-11%	0%	4%&-25%
CC(C)n1nc(Cc2cccc3ccccc23)c(C#N)c1N	/	/	/	-5%	/	/	1%	17%	-7%
c1ccc(-c2cnnc3ccccc23)cc1	0	16%	11	-12%	11%	1	0%	4%	0%
Cc1nnc(SCC(=O)N2CCN(c3ccccc3)CC2)n1-c1ccccc1	-15	0%	-2	-3%[9.22 µM]	-1%	-9	-5%	13%	-19%
C=CCN(CC=C)Cc1cc(=O)oc2ccccc12	-8	24%	2	/	15%	6	-7%	10%	0%
CC(C)CCNc1nc2c(-c3ccccc3)nnn2c2ccccc12	/	/	/	/	/	-5	?	1%	-3%
COc1ccc(NC(=O)C2C3CCC(O3)C2C(=O)O)c(C)c1 (stereo not given)	13	-19%	47	1%	-8%	-4	0%	-3%	-29%
C#CCOCCOCCOCCNc1nc(N2CCN(C(=O)[C@H](CCCCN)n3cc(CN)nn3)CC2)nc(N2CCN(C(=O)[C@H](CCC(=O)O)n3cc([C@@H](N)CCSC)nn3)CC2)n1	6	11%	0	5%	14%	-6	0%	0%	0%
O=C(O)C1CCCCC1C(=O)Nc1ccc(S(=O)(=O)N2CCOCC2)cc1 (stereo not given)	-6	-6%	26	-2%	-1%	-8	21%	7%	10%
CC(C)(C)OC(=O)N1CCC(C(=O)N[C@@H](Cc2c[nH]c3ccccc23)C(=O)O)CC1	-22	-4%	10	3%	-1%	-7	-12%	-3%	3%
COc1c2ccc(OCC/C(C)=C/C(=O)C=C(C)C)cc2nc2occc12	-12	-1%	23	-9%	9%	9	11%	-5%	0%
CC1(C)Cc2c(c(N3CCOCC3)nc3sc(-c4ccc(C(=O)O)o4)c(N)c23)CO1	5	5%	?	19%	10%	5	?	-1%	?
Cc1ccc(S(=O)(=O)N2C[C@H]3C(=O)C[C@@H](c4ccccc4)N(S(=O)(=O)c4ccc(C)cc4)[C@H]3C[C@H]2c2cccc(C)c2)cc1	-17	20%	33	/	14%	5	7%	-6%	0%
O=C(COC(=O)Cc1ccccc1F)Nc1ccc2c(c1)OCO2	10	0%	-4	-7%	-1%	0	6%	12%	11%
O=C(Nc1ccc(Cl)cc1)N1CCSC1=NCc1ccccc1	18	3%	-16	-8%	3%	1	-9%	1%	-3%
CC1=C(C(=O)OCC2CCCO2)C(c2coc3ccc(C)cc3c2=O)C2=C(CCCC2=O)N1 (stereo not given)	-4	-2%	12	17%	-8%	-1	-18%	3%	20%
OCC1OCOC2C(CO)OCOC12 (stereo not given)	22	0%	14	?	10%	24	14%	5%	0%
Nc1ncc(-c2ccccc2)c(-c2ccc(O)cc2O)n1	-9	?	-92*	?	?	2	?	15%	?
CCNC(=O)c1ccccc1-c1nc(-c2ccccc2)no1	-13	4%	0	-6%	16%	-6	-6%	8%	3%
Cc1ccc(-c2nc3ccccc3s2)cc1NC(=O)c1ccc2c(c1)OCO2	9	?	-7	?	18%	4	8%	-1%	1%

Profiles from above. Values in the order: D3 antag, HT1080NT lethal, IL-1B inflam inh, SW480 rereplic, HT1080 IDH1KD tx, DRD3 agonist, KB-V1 cytotox, GLP1R ag, KB-3-1 tox
`CC(C)(C)OC(=O)N1CCC(C(=O)N[C@@H](Cc2c[nH]c3ccccc23)C(=O)O)CC1` is listed with -22, -4%, 10, 3%, -1%, -7, -12%, -3%, 3%
`COc1c2ccc(OCC/C(C)=C/C(=O)C=C(C)C)cc2nc2occc12` is listed with -12, -1%, 23, -9%, 9%, 9, 11%, -5%, 0%
`O=C(COC(=O)Cc1ccccc1F)Nc1ccc2c(c1)OCO2` is listed with 10, 0%, -4, -7%, -1%, 0, 6%, 12%, 11%

(more compounds)
SMILES	D3 antag	HT1080NT lethal	IL-1B inflam inh	SW480 rereplic	HT1080 IDH1KD tx	DRD3 agonist	KB-V1 cytotox	GLP1R ag	KB-3-1 tox
COc1ccc(C)cc1NC(=O)c1ccc2c(c1)C(=O)N(Cc1ccncc1)C2=O	-7	7%	8	-9%	6%	-10	-8%	-3%	2%
CCOC(=O)c1c(S(=O)(=O)N2CCCC(C(=O)Nc3cccc(C)n3)C2)c(C)n(C)c1C (stereo not given)	1	1%	-7	-1%	0%	-1&3	3%&13%	0%	-1%&-1%
COc1cccc(NC(=O)CSc2nnc(-c3cccs3)n2C)c1	9	-5%	0	-9%	2%	-8	-20%	-4%	0%
C=CCNC(=S)NNC(=O)c1cc(C)nc2ccccc12	-4	4%	-2	-3%	5%	-2	16%	1%	16%
O=C(Cn1cnc2c(nnn2Cc2ccc(F)cc2)c1=O)Nc1ccccc1	3	-24%	2	-10%	-1%	1	14%	1%	9%
Cc1cccc(CNC(=O)c2ccccc2NC(=O)C2=CSCCO2)c1	20	-6%	?	?	-1%	-5	-16%	-3%	-14%
Cc1ccc(-c2nnc(N3CCOCC3)c3ccccc23)cc1S(=O)(=O)NCC1CCCO1 (stereo not given)	?	-2%	?	-6%	0%	-13	-27%	26%	-12%
CC12CCC(C(=O)N(NC(=O)c3ccccc3O)C1=O)C2(C)C (stereo not given)	43	-3%	12	21µM*	-22%	8	3.3µM*	-6%	16µM*
O=C(N/C(=C\c1ccc(F)cc1)C(=O)N1CCOCC1)c1ccccc1	3	12%	-14	-2%	0%	-2	-1%	-1%	4%
CSc1ccc(CN2CCCC(CO)(Cc3ccccc3)C2)cc1 (stereo not given)	-67*	-18%	-3	-6%	-20%	-4	?	14%	6%
CCCCCn1c(SCC(=O)OCC)nc2cc(C(=O)NCc3ccco3)ccc2c1=O	8	7%	4	-7%	-2%	3	21µM*	-1%	-1%
